Screening results as filed in PubChem.
Hck Nef HTS = blocks Nef-activated human Hck kinase; P08631; Recombinant Hck-YEEI plus Nef, Z-Lyte FRET kinase assay; inhibition, % at 20 µM; actives 0.68% (n = 220,000); AID 463187;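 active means Hck-Nef kinase inhibition above about 50%, limit read from the data; inactive means inhibition below that limit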;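 further: 0% = DMSO with Hck plus Nef and 100% = Hck alone without Nef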
Target sequence (P08631 whole entry, looked up): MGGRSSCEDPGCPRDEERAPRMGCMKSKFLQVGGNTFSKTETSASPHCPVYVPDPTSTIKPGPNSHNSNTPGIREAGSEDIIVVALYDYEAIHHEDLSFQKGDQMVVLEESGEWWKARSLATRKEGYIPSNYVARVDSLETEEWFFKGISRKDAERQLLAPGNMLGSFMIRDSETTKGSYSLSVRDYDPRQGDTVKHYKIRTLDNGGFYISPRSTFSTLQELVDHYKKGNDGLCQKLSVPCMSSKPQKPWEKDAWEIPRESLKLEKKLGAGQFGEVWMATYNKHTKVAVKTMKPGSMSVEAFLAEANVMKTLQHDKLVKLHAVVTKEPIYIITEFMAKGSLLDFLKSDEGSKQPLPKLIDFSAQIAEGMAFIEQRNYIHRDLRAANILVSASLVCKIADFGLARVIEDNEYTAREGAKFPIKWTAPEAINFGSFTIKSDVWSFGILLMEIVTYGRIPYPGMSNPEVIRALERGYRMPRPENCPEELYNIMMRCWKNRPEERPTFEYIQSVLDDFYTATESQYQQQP
FXIa inh = factor XIa (human) inhibition | P03951 | purified FXIa, Boc-Glu-Ala-Arg-AMC fluorogenic substrate | inhibition, % at 5 µM | actives 0.14% (n = 220,000) | AID 798;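 active means inhibition of at least 40%; inactive means inhibition below 40%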;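 further: fluorescence of freed AMC excited at 355 nm; 0% = enzyme without compound and 100% = no enzyme blank; many of its hits are not listed in these tables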
Thrombin inh = thrombin (human) inhibition. alpha-thrombin, Boc-VPR-AMC fluorogenic substrate cleavage. inhibition, % at 5 µM. actives 0.26% (n = 220,000);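 active means inhibition at or above 40%; inactive means inhibition below 40%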;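 further: 0% = enzyme with no compound and 100% = wells without enzyme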
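Assay system: human alpha-thrombin enzyme. Reagent: Boc-VPR-AMC substrate, 15 µM final. Compound dosing: one concentration per compound, 5 µM, with 0.2% DMSO. Incubation: room-temperature reaction. Technique: AMC fluorescence, 355/460 nm. Measure: % inhibition relative to enzyme controls and enzyme-free blanks.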
Rad51 HR inh = Rad51 (human) homologous recombination inhibition. Q06609. actives 0.085% (n = 200,000). hRad51 DNA strand exchange, fluorescence dequenching. inhibition, % at 10 µM;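 active means inhibition above 40% at the single screening dose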;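 further: 0% = DMSO control wells and 100% = blanks with heterologous ssDNA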
Target sequence (Q06609 whole entry, looked up): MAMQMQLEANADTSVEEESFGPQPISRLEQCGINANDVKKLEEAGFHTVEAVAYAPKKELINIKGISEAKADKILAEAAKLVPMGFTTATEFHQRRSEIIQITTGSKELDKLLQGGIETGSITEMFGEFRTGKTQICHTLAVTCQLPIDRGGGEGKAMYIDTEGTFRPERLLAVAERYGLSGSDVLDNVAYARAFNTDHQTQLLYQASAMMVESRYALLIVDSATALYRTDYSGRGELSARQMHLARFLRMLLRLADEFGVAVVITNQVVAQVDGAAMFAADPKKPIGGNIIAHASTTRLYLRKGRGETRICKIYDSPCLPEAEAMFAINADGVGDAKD
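Material: human Rad51–ssDNA filaments; Probe or stimulus: labelled 47-mer dsDNA for strand exchange; Doses: single 10 µM dose; Incubation: 37 °C 15-min filament assembly, 30-min compound preincubation, 15-min exchange; Technique: FRET fluorescence dequenching, excitation 485 nm, emission 520 nm; Measure: Fluorescence-based percent inhibition, control- and blank-normalised; Benchmarks: plate control and blank wells.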
KCC2 mod = modulators of human KCC2 chloride dependent transport. Q9H2X9. KCC2 cells, thallium flux FluoZin-2 fluorescence. B-score of Tl+ flux slope (higher = more flux/activation; lower = inhibition) at 10 µM. actives 2.2% (n = 190,000). AID 1456;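 active means thallium flux slope and its plate-corrected score both differing from the plate sample mean at a set confidence after two filtering rounds, in either direction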;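 further: slope of fluorescence scaled to starting intensity during 10 to 20 s after thallium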
FXIIa inh 1536 = inhibitors of human coagulation factor XIIa. AID 800. inhibition, % at 5 µM. P00748. purified FXIIa, Boc-QGR-AMC fluorogenic substrate, 2 h. actives 0.3% (n = 220,000); in the data active means inhibition above about 40%;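 further: 0% = enzyme with no compound and 100% = blank without enzyme; many of its hits are not listed in these tables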
hK5 inh = kallikrein 5 (human) inhibition. Q9Y337. recombinant hK5, fluorogenic AMC substrate cleavage. actives 0.59% (n = 210,000). inhibition, % at 5 µM;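 active means inhibition of 40% or more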;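 further: 0% = enzyme controls without compound and 100% = no-enzyme blanks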
Target sequence (Q9Y337 67-293 limits assumed): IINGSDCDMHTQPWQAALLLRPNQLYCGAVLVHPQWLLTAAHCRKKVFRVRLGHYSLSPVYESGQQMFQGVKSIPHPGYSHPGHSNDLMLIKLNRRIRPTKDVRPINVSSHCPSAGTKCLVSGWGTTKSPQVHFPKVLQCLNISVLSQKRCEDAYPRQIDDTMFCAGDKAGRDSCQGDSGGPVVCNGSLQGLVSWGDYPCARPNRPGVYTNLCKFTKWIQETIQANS
TNF death inh = inhibitors of TNF-alpha induced necroptosis in Jurkat FADD-/- cells. actives 0.068% (n = 220,000). Jurkat FADD-/- TNF necroptosis rescue, ATP luminescence, 24 h; 0 = TNF only, 100 = no-TNF cells. activation (protection from cell death), % at 10 µM. AID 463075;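 active means activation, meaning protection from cell death, of at least 50% relative to plate controls; inactive means activation below 50%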;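 further: necroptosis triggered by 40 ng/mL TNF-alpha added together with compound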
zVAD death inh = blocks zVAD induced death of L929 cells | L929 zVAD necroptosis rescue, ATP luminescence, 24 h; with zVAD 60 µM | viability rescue, % at 10 µM | actives 0.38% (n = 220,000);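 active means activation, scaled between plate controls, above about 75%, limit read from the data; inactive means activation under that limit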;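 further: 0% = zVAD with DMSO and 100% = DMSO alone without zVAD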
An asterisk follows results filed as active; x = not tested or not shown. This is a subset; the hit share may differ from the screen's.

SMILES	Hck Nef HTS	FXIa inh	Thrombin inh	Rad51 HR inh	KCC2 mod	FXIIa inh 1536	hK5 inh	TNF death inh	zVAD death inh
Cc1nnsc1SCC(=O)O	1	-6	-6	4	0.013	10	-1	-0.9	-0.1
COc1ccccc1OCCn1c(C(C)O)nc2ccccc21 (stereo not drawn)	2	2	-2	0	-0.0051	-2	0	0.8	0.1
CCCCC(=O)Nc1cc(-c2nc3ncccc3o2)ccc1C	-5	1	-2	-1	-0.015	x	2	0.4	3.4
CCC(=O)c1ccc(OCc2ccc(C(=O)OC)cc2)cc1	4	8	3	-5	x	21	-5	0.6	1.3
Cc1ccn2cc(-c3ccc(NS(=O)(=O)c4ccccc4)cc3)nc2c1	6	5	-2	1	-0.7	11	-19	5.1	1.0
CCC(=O)N/C(=N/c1nc(C)cc(C)n1)Nc1ccccc1	0	8	4	9	-1.4	12	7	1.6	-0.6
Cc1ccc(OCCN2C(=O)CSC2=O)cc1	-1	8	4	-2	-0.33	15	-21	6.8	-0.2
Cc1ccc(C2(C)NC(=O)N(CC(=O)Nc3cc(C)on3)C2=O)cc1 (stereo not drawn)	1	2	3	1	0.012	18	5	-1.4	0.1
COc1cc(C(=O)NCc2nnc(SCC(=O)Nc3nc4ccc(C)cc4s3)o2)cc(OC)c1OC	1	18	-15	0	-0.054	21	-6	2.7	4.4
CCN(CC)c1ccc(NC(=O)c2cncc(Br)c2)cc1	0	18	-3	7	x	24	-1	2.8	1.7
Cc1nc2ccccc2nc1OCc1cccc([N+](=O)[O-])c1	2	-2	-2	6	-0.089	5	0	0.2	1.4
O=C(Cn1cnc2c(cnn2-c2ccccc2)c1=O)NC1CCCC1	6	0	-3	2	-1.2	20	-6	0.2	0.9
Cc1ccc(S(=O)(=O)NCCNc2ccc([N+](=O)[O-])cc2C(F)(F)F)cc1	0	5	1	1	0.31	19	-3	-4.3	0.9
O=C(Cc1c(C(=O)O)[nH]c2ccccc12)Nc1ccc2c(c1)OCO2	5	2	1	-6	2.8	16	16	-0.6	1.1
CCCCN1C(=S)NC[C@@H]1Cc1ccccc1	-5	0	-3	0	0.024	12	0	-1.1	-1.0
CC(Oc1cccc(Cl)c1)C(=O)Nc1ccc([N+](=O)[O-])cn1 (stereo not drawn)	0	-6	2	-2	-0.66	-1	-13	3.8	-0.1
S=C(NCCC1=CCCCC1)Nc1ccc(Cl)cc1	7	13	2	-4	1.1	9	-9	-1.1	0.3
CCOC(=O)c1cccc(-n2c(-c3ccc(OC)cc3)nc3nc4ccccc4nc32)c1	17	-19	-15	1	0.028	-38	-29	2.2	1.7
O=S(=O)(CC(CN1CCOCC1)N1CCOCC1)c1ccccc1 (stereo not drawn)	-5	-8	-7	9	0.55	0	-13	0.8	0.4
CCOc1ccc(N(CC(=O)Nc2cccc(Cl)c2)S(=O)(=O)c2c(C)noc2C)cc1	4	-2	-3	4	-0.59	7	-4	-1.9	0.3
O=C(Nc1ccc2c(c1)OCCO2)C1CCN(C(=O)c2ccc([N+](=O)[O-])cc2)CC1	19	-2	0	0	0.6	4	-1	0.2	-0.5
CC1C=CCC2C(=O)N(c3ccccc3OC(=O)c3cccs3)C(=O)C12 (stereo not drawn)	18	-37	-9	8	0.21	1	-7	1.4	0.5
CC(=O)c1ccc(N2CCN(C(C)C(=O)NC3CCCc4ccccc43)CC2)cc1 (stereo not drawn)	2	0	-1	-3	0.33	12	-6	1.8	0.0
COc1cccc(NC(=O)Cn2nc(Cc3cccnc3)c3ccccc3c2=O)c1	0	-15	-9	-8	-1.2	-6	-4	-0.3	-0.9
COc1ccc(C2C(C(=O)NCCN3CCOCC3)c3ccccc3C(=O)N2C2CCCCC2)cc1 (stereo not drawn)	6	9	2	-3	0.076	17	-25	-2.1	1.1

Entries shown so far that have a COOH group, in the order listed:
SMILES	Hck Nef HTS	FXIa inh	Thrombin inh	Rad51 HR inh	KCC2 mod	FXIIa inh 1536	hK5 inh	TNF death inh	zVAD death inh
Cc1nnsc1SCC(=O)O	1	-6	-6	4	0.013	10	-1	-0.9	-0.1
O=C(Cc1c(C(=O)O)[nH]c2ccccc12)Nc1ccc2c(c1)OCO2	5	2	1	-6	2.8	16	16	-0.6	1.1

(more compounds)
SMILES	Hck Nef HTS	FXIa inh	Thrombin inh	Rad51 HR inh	KCC2 mod	FXIIa inh 1536	hK5 inh	TNF death inh	zVAD death inh
COc1ccc2cc(CN(CCc3ccccc3)Cc3nnnn3CC3CCCO3)c(=O)[nH]c2c1 (stereo not drawn)	1	9	2	7	x	14	-26	-3.8	0.1
CC(C)NS(=O)(=O)c1ccc(OCC(=O)Nc2ccccc2F)cc1	-9	-2	-3	-4	0.26	6	3	1.7	-0.2
CC(=O)Nc1ccc(OC(=O)c2cc3cc(Br)ccc3oc2=O)cc1	6	5	-10	-2	0.74	14	-11	1.4	0.8
Cc1ccc(C)c(NS(=O)(=O)c2ccc(OCC(=O)N3CCOCC3)cc2)c1	4	-6	-2	-11	-0.01	-2	-24	-3.1	-0.6
COCCn1c(SC(C)C(=O)Nc2ncc(Cl)cc2Cl)nc2ccccc21 (stereo not drawn)	5	3	1	15	-1.3	12	-16	-5.4	-0.5
CCN(CC)S(=O)(=O)c1ccc(Cl)c(NC(=O)COC(=O)c2ccc([N+](=O)[O-])o2)c1	12	2	3	1	-0.2	11	0	0.3	-0.3
COC(=O)c1ccc(CN(C)S(=O)(=O)c2ccc(C)cc2)o1	x	8	-1	5	x	10	0	x	x
COc1ccc(C)cc1N=Nc1ccc(O)c2ncccc12	18	-6	0	3	21*	-8	-39	-13	52
Cc1ccccc1NC(=S)N/N=C1\CC(C)(C)Oc2ccc(O)cc21	22	-3	-1	4	0.25	2	-1	5.3	3.9
CC(=O)Nc1cccc(/C(C)=N/NC(=O)c2cccc(S(=O)(=O)N3CCOCC3)c2)c1	-39	39	30	-11	-0.41	25	21	0.1	-2.3
Cc1[nH]c2ccc(Cl)cc2c(=O)c1CN1CCCC1	18	-4	-3	-2	-1.4	6	-1	1.5	0.3
Cc1ccc(C)c(NC(=O)Cn2nc(C(F)(F)F)cc2C2CC2)c1	4	-11	-3	-7	0.41	3	-18	-0.1	0.0
COc1ccccc1N(C)S(=O)(=O)c1ccc(C(=O)OCC(=O)N(C)c2ccccc2)cc1	22	7	-1	16	-0.8	5	9	1.6	1.8
COc1ccccc1OCC(=O)Nc1ccc(CSc2ccccc2)cc1C	-1	4	0	-4	0.031	15	19	-5.5	-0.6
Cc1ccc(C(=O)c2coc3ccc(O)c(Cl)c23)cc1	-15	2	0	2	-2	7	-9	-8.4	0.1
Cc1cc2nc(C3CCN(C(=S)NCC(C)C)CC3)[nH]c2cc1C	2	-7	18	-1	-1.2	-1	-8	-1.1	4.3
Cc1ccc2oc3c(c(=O)c2c1)C(c1cccc(O)c1)N(c1ccccn1)C3=O (stereo not drawn)	0	-8	-2	-1	-1.4	0	-1	-3.2	-0.6
c1ccc(CNC23CC4CC(CC(C4)C2)C3)nc1	26	3	1	-1	1.1	9	0	0.2	0.3
CCCCCCNC(=O)Cc1c(O)c2ccccc2[nH]c1=O	1	1	6	-3	0.16	17	-5	-1.0	0.2
CCn1nnnc1SCC(=O)NC1Cc2ccccc2C1	13	1	0	-4	0.022	8	1	1.4	0.4
COc1ccc(-c2noc(-c3ccccc3C(=O)Nc3cccc(OC)c3)n2)cc1	0	-7	-6	-9	x	5	-30	1.7	0.8
COc1ccnc(N=CNOCc2cccc(C(F)(F)F)c2)c1C#N	6	-3	-9	x	0.51	5	x	0.4	0.0
C/C(=N\NC(=O)CSCc1ccc(Cl)cc1)c1ccc(NC(=O)c2ccccc2)cc1	28	-3	-8	3	2.3	-4	-17	2.2	-0.2
O=C(Nc1ccc(F)cc1)C1C(c2ccccc2)C1(Cl)Cl (stereo not drawn)	5	21	-5	-4	-0.69	26	-2	3.0	1.4
CSc1ccccc1C(=O)Nc1nc2ccccc2[nH]1	20	-8	2	-1	0.14	7	0	0.5	0.1
SMILES	Hck Nef HTS	FXIa inh	Thrombin inh	Rad51 HR inh	KCC2 mod	FXIIa inh 1536	hK5 inh	TNF death inh	zVAD death inh
Cc1ccc(-n2nnnc2C(Cl)(Cl)c2nnnn2-c2ccc(C)cc2)cc1	-1	-1	-1	x	0.25	13	1	-23	0.5
Cn1c(C(C#N)C(=O)c2ccco2)nc2ccccc21 (stereo not drawn)	1	7	8	-2	0.31	15	6	31	68
CC(/C=N/NC(=O)C(O)c1ccccc1)=C\c1ccccc1 (stereo not drawn)	-1	-10	-6	-9	-0.0041	3	-17	-0.5	0.4
CCOC(=O)C1CN(S(=O)(=O)c2ccc(Cl)cc2)c2cc(S(=O)(=O)CC)ccc2O1 (stereo not drawn)	6	-2	4	33	-0.71	6	-4	-1.0	-0.2
COc1ccc(-c2n[nH]c(=S)n2-c2ccc(C)cc2)cc1	-2	4	5	1	0.25	13	4	-0.3	-0.1
O=C(NCCCCCCCCCNC(=O)C(F)(F)F)C(F)(F)F	1	-4	-3	0	1.5	7	-20	-0.8	-0.3
COC(=O)CCC(=O)N(CCN(C(=O)CCC(=O)OC)c1ccccc1)c1ccccc1	3	-4	5	16	-0.44	8	-18	0.7	-0.4
Cc1ccc2oc(NC(=O)N3CCOCC3)cc(=O)c2c1	-6	0	-1	-6	1.6	80*	3	1.0	1.9
Cn1c(O)c(C=NCC2CCNCC2)c(=O)n(C)c1=O	8	11	-1	-7	0.0002	16	-8	-1.3	-0.4
COc1ccccc1CNCC(=O)Nc1cc(S(=O)(=O)N2CCCCCC2)ccc1Cl	6	11	1	-11	-1.4	4	2	1.2	-0.8
N#CCC(=O)N/N=C/c1ccccc1Cl	14	-6	-6	-35	-1.1	6	-3	1.2	39
CCOc1ccc(S(=O)(=O)N(C)C)cc1-c1nc2c(C(C)(C)C)nn(C)c2c(=O)[nH]1	0	-1	0	-1	x	9	-3	1.7	0.3
CN1CCN(S(=O)(=O)c2ccc(NC(=O)c3cccc(S(=O)(=O)N4CCCC4)c3)cc2)CC1	2	3	-5	-6	x	22	-5	-0.9	3.3
CCOC(=O)c1sc(=S)n(C)c1C	-16	-7	-2	2	0.46	4	-6	-1.1	0.2
CC1(C)Cc2c(C#N)c(NCCN3CCOCC3)nc(-c3ccco3)c2CO1	11	-2	1	2	-0.47	-1	-28	1.9	0.1
Cc1c(OC(C(=O)O)c2ccccc2)ccc2c(-c3ccccc3)cc(=O)oc12 (stereo not drawn)	20	2	0	-1	-0.83	12	1	0.0	0.4
COc1ccc(C)cc1-n1nnnc1SCn1nnc2ccccc2c1=O	1	4	-4	6	0.0084	9	-11	-2.3	-0.2
Cc1ncsc1CCOC(=O)c1cccnc1	3	-2	-7	3	x	-4	-13	0.0	1.8
COc1ccccc1NC(=O)C(=O)N/N=C/c1cccs1	1	-5	-7	10	-0.75	1	-29	1.5	2.2
CCCCOc1c(Br)cc(/C=N/O)cc1OCC	1	1	-6	x	0.025	2	-9	-4.1	0.6

KCC2 mod: entries above that show a hit
compound	Hck Nef HTS	FXIa inh	Thrombin inh	KCC2 mod	FXIIa inh 1536	hK5 inh
COc1ccc(C)cc1N=Nc1ccc(O)c2ncccc12	18	-6	0	21*	-8	-39
